Assay outcomes from PubChem.
VP16 counter: inhibits Gal4-VP16 luciferase reporter, ROR gamma counter-screen | Drosophila S2 Gal4-VP16 UAS-luciferase, luminescence, 20 h | Potency, µM (doses to about 53.6 µM), without a hit: at the highest dose activity, negative = inhibition, most hits filed as inhibitors | 310,000 tested, 3.5% active | AID 2546;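 further: Gal4-VP16 expression switched on by copper sulfate through the metallothionein promoter; potency means the concentration at half of the fitted maximal effect; on the % scale 0 is the no-effect control and ±100 the full control effect; nearly all actives have a fitted effect of over 50% in size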
RORg inh: inhibitors of mouse ROR gamma transcriptional activity; Drosophila S2 Gal4-RORgamma UAS-luciferase reporter, 20 h; Potency, µM (highest dose often 53.6 µM), for inactives: top-dose activity change, negative = inhibition, usual class: inhibitors; P51450; AID 2551; 310,000 tested, 5.4% active; further: potency means the concentration at half of the fitted maximal effect; on the % scale 0 is the no-effect control and ±100 the full control effect; nearly all actives have a fitted effect of over 60% in size
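Drosophila Schneider cells stably carrying a metallothionein-driven Gal4 DBD–ROR gamma fusion and a UAS-Photinus luciferase reporter were exposed to compound for 1 hr, then induced with copper sulfate (700 uM final) for 20 hr at ambient temperature before luminescence reading.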
ELG1 genotoxic: induces genotoxicity in HEK293T cells with luciferase-tagged ELG1; HEK293T ELG1-luciferase reporter, luminescence, 16 h; AID 504466; Potency, µM (doses to about 46 µM), for the others: top-dose activity change, positive = activation, most hits filed as activators; 330,000 tested, 1.3% active; further: potency means the concentration at half of the fitted maximal effect; % of control where 0% means no effect; nearly all actives have a fitted effect of over 60% in size
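Luminescence read-out: rising ELG1-luciferase signal, reflecting elevated ELG1 protein under genetic stress, flags genotoxic compounds. Cells were treated for 16 hr at 37 °C before ONE-Glo detection.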
Rab9 promoter act: Rab9 promoter activation; Potency, µM (series often up to 9.22 µM), inactives show at the highest dose activation, negative = inhibition, most hits filed as activators; Huh7 Rab9 promoter-luciferase reporter, luminescence, 24 h; 320,000 tested, 2.8% active; AID 485297; further: potency means the concentration at half of the fitted maximal effect; % of control where 0% means no effect; nearly all actives have a fitted effect of over 60% in size
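Huh7 cells stably carrying Rab9 promoter–luciferase reporter, plated 1500 cells/well, compound added after 2 h and incubated 24 h at 37 °C; luciferase luminescence then read after 10 min with detection reagent.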
NPC1 prom act: activates the NPC1 promoter; Huh7 NPC1 promoter luciferase reporter, 24 h; Potency, µM (highest dose often 9.22 µM), for the others: at the top dose activation, hits mostly activators; 320,000 tested, 2.4% active; AID 485313;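 further: potency means the concentration at half of the fitted maximal effect; % of control where 0% means no effect; nearly all actives have a fitted effect of over 60% in size; reporter is driven by a mutant NPC1 promoter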
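Luminescence from an NPC1 promoter-driven luciferase reporter in stably transfected Huh7 cells was measured after 24 h compound treatment at 37 °C, followed by 10 min ambient incubation with luciferase detection reagent.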
p53 reactivator: mutant p53 re-activation in reporter cells | H1299 p53-A138V BP100-luciferase reporter, luminescence, 24 h | Potency, µM (doses to about 92.2 µM), without a hit: top-dose activity change, positive = activation, hits mostly activators | AID 504706 | 320,000 tested, 0.063% active; further: potency means the concentration at half of the fitted maximal effect; % of control where 0% means no effect; nearly all actives have a fitted effect of over 45% in size
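H1299 (p53-null), stable ts p53-A138V + BP100-Luc; 1000 cells/well, Opti-MEM/10% FBS; cpd 4 pt, 1:5; 24 h, 37 deg C, 5% CO2; detection reagent 10 min RT; luminescence.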
PKM2 activator: PKM2 (human) enzyme activation. Potency, µM (highest dose often 57.5 µM), without a hit: top-dose activation, most hits filed as activators. purified PKM2, Kinase-Glo ATP luminescence, activation; response scale: 0% is enzyme alone, no compound. 260,000 tested, 0.34% active. P14618; further: potency means the concentration at half of the fitted maximal effect; on the % scale 0 is the no-effect control and ±100 the full control effect; nearly all actives have a fitted effect of over 55% in size
Target sequence (P14618 whole entry, looked up): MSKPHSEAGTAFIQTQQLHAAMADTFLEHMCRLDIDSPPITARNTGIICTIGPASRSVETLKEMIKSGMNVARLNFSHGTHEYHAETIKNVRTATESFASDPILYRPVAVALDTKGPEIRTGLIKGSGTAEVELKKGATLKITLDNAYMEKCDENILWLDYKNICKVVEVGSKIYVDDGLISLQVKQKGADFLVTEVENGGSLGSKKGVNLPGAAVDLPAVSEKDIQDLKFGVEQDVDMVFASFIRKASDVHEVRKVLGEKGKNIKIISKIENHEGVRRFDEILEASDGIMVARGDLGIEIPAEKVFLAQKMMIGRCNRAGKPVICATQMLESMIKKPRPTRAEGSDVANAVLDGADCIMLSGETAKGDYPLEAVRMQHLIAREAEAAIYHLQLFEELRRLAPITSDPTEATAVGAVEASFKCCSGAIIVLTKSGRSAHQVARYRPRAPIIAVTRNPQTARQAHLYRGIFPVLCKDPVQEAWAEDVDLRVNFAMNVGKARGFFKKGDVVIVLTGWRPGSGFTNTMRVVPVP
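ATP formation by purified human PK-M2, quantified via coupled luciferase luminescence after 1 h at room temperature with 0.1 mM ADP and 0.5 mM PEP final.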
Menin MLL FP TR: inhibitors of human menin-MLL interaction, mutant MLL peptide; Menin + Texas Red MLL mutant peptide, fluorescence polarization; Potency, µM (titrated, usually from 61.6 µM), for the others: top-dose FP activity change, negative = inhibition, most hits filed as inhibitors; 270,000 tested, 0.23% active; active means well fitted inhibition curve with a large enough effect in the polarisation, with a control signal flat, not every such curve was filed as active; inconclusive means small, poorly fitted or top-dose-only effect, or effect the other way, or a change in a side signal; inactive means no such curve, though single readings can be large or run the other way; the % refers to the polarisation; further: potency means the concentration at half of the fitted maximal effect; % of control where 0% means no effect; many of its hits are not listed in these tables
BRCA1 expr act: BRCA1 expression activation | MCF7-BRCA1-FFLuc reporter, luminescence, 48 h; response scale: scaled: vehicle 0%, 10 µM genistein 100% | 380,000 tested, 1.1% active | Potency, µM (top dose mostly 46.1 µM), without a hit: top-dose activation, most hits filed as activators; further: potency means the concentration at half of the fitted maximal effect; nearly all actives have a fitted effect of over 80% in size; some results filed as inactive show a strong effect at the top dose
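Reporter cells (MCF7, BRCA1 promoter-firefly luciferase) received library compounds across a concentration series for 48 h. End-point luminescence was measured and concentration-effect curves derived after normalization.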
Giardia killer: kills Giardia lamblia. activity change, % at 7.66 µM, hits read low. Giardia lamblia trophozoite viability. 340,000 tested, 0.15% active. AID 540267; in the data active means activity change below about -80%; inconclusive means between about -30% and that limit;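 further: parasites exposed to compound for two days anaerobically before the ATP read; on the % scale 0 is the no-effect control and ±100 the full control effect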
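Trophozoites 100 cells/well + cpd; 48 hrs, 37 deg C, anaerobic. ATPLite 1-Step added, 15-30 min RT, luminescence read (ATP-based viability).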
FLuc counter: inhibits or activates purified firefly luciferase, miR-21 counter-screen; purified FLuc, Km substrates, luminescence inhibition; Potency, µM (titrated, usually from 57.5 µM), inactives show top-dose activity change, negative = inhibition, hits mostly inhibitors; 360,000 tested, 6.9% active;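 further: potency means the concentration at half of the fitted maximal effect; plate controls were vehicle for no effect and reference inhibitor for full effect; nearly all actives have a fitted effect of over 55% in size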
Target sequence (P08659 whole entry, looked up): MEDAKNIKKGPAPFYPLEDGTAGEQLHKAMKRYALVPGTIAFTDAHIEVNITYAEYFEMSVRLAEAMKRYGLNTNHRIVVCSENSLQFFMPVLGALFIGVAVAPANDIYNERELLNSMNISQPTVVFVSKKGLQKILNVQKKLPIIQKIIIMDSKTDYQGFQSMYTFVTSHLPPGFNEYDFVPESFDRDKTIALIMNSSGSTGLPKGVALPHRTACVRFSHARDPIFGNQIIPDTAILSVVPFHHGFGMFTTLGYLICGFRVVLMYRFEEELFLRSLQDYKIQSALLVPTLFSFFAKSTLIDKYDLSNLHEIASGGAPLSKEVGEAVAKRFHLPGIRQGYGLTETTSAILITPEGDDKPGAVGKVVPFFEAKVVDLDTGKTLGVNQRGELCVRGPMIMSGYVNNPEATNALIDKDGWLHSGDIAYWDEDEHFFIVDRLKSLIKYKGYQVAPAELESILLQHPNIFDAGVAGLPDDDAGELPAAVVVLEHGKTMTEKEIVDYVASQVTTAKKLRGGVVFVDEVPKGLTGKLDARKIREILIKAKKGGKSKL
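Biochemical qHTS of compounds, final roughly 60 µM downward over six points, against 10 nM purified firefly luciferase using Km concentrations of substrates (10 uM D-luciferin, 10 uM ATP) in Tris acetate pH 7.5 buffer; luminescence output.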
Numbers without * were called inactive; u = inconclusive; x = no result given; [ ] = dose if it differs, or a comment. Unless noted, the call rests on the fitted dose curve; in most records, active means well fitted curve in the direction sought with a large enough effect; inconclusive means small, poorly fitted or top-dose-only effect, or another doubt; inactive means no such curve, though single readings can be large; an effect the other way counts as inactive or inconclusive. The list is partial; rates above refer to the full screens.

(1) O=C(Oc1cc2oc(=O)c3c(c2cc1Cl)CCCC3)c1cccs1
(2) CC(C)CCNc1c(-c2cccs2)nc2ccccn12
(3) COc1cccc(CNC(=O)CCC2CCCN(C/C=C/c3ccccc3OC)C2)c1 (stereo not drawn)
(4) CCCCN1C(=O)Nc2ccccc2S1=O (stereo not drawn)
(5) Cc1ccccc1NC(=O)NNC(=O)OC(C)(C)C
(6) Oc1ccc(N2CCN(c3nc(-c4cccs4)nc4ccccc34)CC2)cc1
(7) Cc1cc(Cl)c(S(=O)(=O)Nc2ccccn2)cc1OCC(N)=O
(8) COC(=O)c1ccc(OS(=O)(=O)c2ccc(NC(C)=O)cc2)cc1
Assay by compound	1	2	3	4	5	6	7	8
VP16 counter	-5%	-4%	-9%	-11%	-9%	-6%	-15%	u
RORg inh	-9%	33%	-1%	-1%	3%	-18%	18%	u
ELG1 genotoxic	0%	-2%	-6%	-1%	-1%	-7%	-1%	2%
Rab9 promoter act	-2%	13%	1%	-5%	-1%	0%	-1%	-3%
NPC1 prom act	-3%	-7%	-2%	-3%	0%	3%	1%	-3%
p53 reactivator	-5%	-5%	-2%	-8%	3%	-5%	5%	9%
PKM2 activator	-5%	16%	0%	7%	4%	0%	-18%	5%
Menin MLL FP TR	u	-24%	1%	21%	23%	x	3%	14%
BRCA1 expr act	-51%	49%	-26%	2%	-2%	-45%	14%	-20%
Giardia killer	3	2	13	-8	3	-9	18	7
FLuc counter	-19%	1%	1%	-2%	0%	-8%	0%	2%

(9) O=C(CCNS(=O)(=O)c1ccc2[nH]c(=O)oc2c1)Nc1ccccc1
(10) CC(C)N(CCCNC(=O)Cn1c(=O)c2cccn2c2ccc(F)cc21)Cc1ccccc1
(11) CC1CN(S(=O)(=O)c2ccc(C(=O)Nc3nnc(-c4ccco4)o3)cc2)CC(C)O1 (stereo not drawn)
(12) COc1cccc(/C=c2\s/c(=C/C(=O)c3ccc(C)cc3)[nH]c2=O)c1OC
(13) COc1ccc(OC)c(S(=O)(=O)N2CCC(C(=O)NCCc3ccccc3)CC2)c1
(14) CSc1ccc(CCNC(=O)c2cc(-c3ccccc3)c(N3CCOCC3)s2)cc1
(15) O=C(CCc1ccccc1)N1CCCN(C(=O)CCc2ccccc2)CC1
(16) COc1ccc(C(=O)Oc2ccc(C(C)=O)cc2)c(OC)c1
Assay by compound	9	10	11	12	13	14	15	16
VP16 counter	-5%	-8%	3.2µM*	-5%	-14%	13%	-8%	1%
RORg inh	-10%	-14%	1µM*	-1%	12%	-11%	8%	13%
ELG1 genotoxic	3%	4%	-15%	-2%	-2%	-6%	-1%	9%
Rab9 promoter act	-3%	0%	-30%[inhibitor]	-2%	0%	0%	-1%	3%
NPC1 prom act	0%	-3%	-4%	-2%	8%	-2%	-4%	-1%
p53 reactivator	-3%	-4%	20%	-1%	0%	-9%	-1%	u
PKM2 activator	x	-2%[0.46 µM]	-1%	-5%	1%	0%	-1%	-10%
Menin MLL FP TR	x	3%	22%	u	-19%	0%	12%	-5%
BRCA1 expr act	26%	-1%	12%	16%	33%	-33%	-4%	50%
Giardia killer	5	-4	12	-18	-6	8	-28	-9
FLuc counter	-2%	6%	-11%	u	-9%	0%	6%	12µM*

(17) c1ccc2sc(NC3=NCN(C4CCCCCC4)CN3)nc2c1
(18) CC1=NN(c2cccc(Cl)c2)C(=O)C12CC(C)=C(C)CS2 (stereo not drawn)
(19) Cc1ccc(Cn2c(=S)[nH]c3ccccc3c2=O)cc1
(20) CCS(=O)(=O)c1ncc(Cl)c(C(=O)Nc2ccc(S(=O)(=O)N(C)c3ccccc3)cc2)n1
(21) O=C1NCCN(Cc2ccc(Cl)c(F)c2)C1CC(=O)N1CCc2ccccc2C1 (stereo not drawn)
(22) COc1ccc(CCN(C)CC(O)COc2c(C)ccc(C)c2C)cc1OC (stereo not drawn)
(23) Cc1cc(C)c(NC(=O)CN(C)S(=O)(=O)c2ccc3c(c2)n(C)c(=O)c(=O)n3C)c(C)c1
(24) Cc1ccc(S(=O)(=O)NC(C(=O)Oc2ccc3ccc(=O)oc3c2)c2ccccc2)cc1 (stereo not drawn)
Assay by compound	17	18	19	20	21	22	23	24
VP16 counter	u	4%	6.3µM*	2.8µM*	-11%	3%	-7%	3%
RORg inh	22%	-15%	4µM*	2.8µM*	11%	2%	0%	1%
ELG1 genotoxic	-1%	-15%	1%	-12%	-2%	-5%	2%	2%
Rab9 promoter act	0%	0%	-3%	-51%[inhibitor]	-10%	-4%	-5%	-4%
NPC1 prom act	1%	-2%	-3%	-43%[inhibitor]	-5%	-2%	-2%	-2%
p53 reactivator	-3%	17%	0%	-21%	-3%	-6%	-6%	11%
PKM2 activator	-2%	14%	x	x	-4%	x	-14%[0.46 µM]	-2%
Menin MLL FP TR	-2%	0%	u	30%[activator]	-3%	u	-16%	12%
BRCA1 expr act	-10%	0%	1%	-11%	-16%	-1%	-5%	-11%
Giardia killer	-2	4	-13	2	7	32[activator]	-7	-9
FLuc counter	-5%	u	1%	-7%	-5%	0%	4%	-13%

The list goes on; the last three above are carried over.
(22) COc1ccc(CCN(C)CC(O)COc2c(C)ccc(C)c2C)cc1OC (stereo not drawn)
(23) Cc1cc(C)c(NC(=O)CN(C)S(=O)(=O)c2ccc3c(c2)n(C)c(=O)c(=O)n3C)c(C)c1
(24) Cc1ccc(S(=O)(=O)NC(C(=O)Oc2ccc3ccc(=O)oc3c2)c2ccccc2)cc1 (stereo not drawn)
(25) CCN1CCN(CC(=O)N2N=C(c3cccs3)CC2c2ccc(OC)cc2)C(=O)C1=O (stereo not drawn)
(26) CCc1cc(S(=O)(=O)N2CCN(C(=O)c3ccco3)CC2)ccc1OC
(27) Cc1nc(-c2ccccc2)sc1C(=O)O
(28) Cc1cc(Cl)c(S(=O)(=O)NCC2CCCO2)cc1OCC(=O)NC1CCCCC1 (stereo not drawn)
(29) NC(=O)C1CCN(c2c([N+](=O)[O-])cc(C(F)(F)F)cc2[N+](=O)[O-])CC1
(30) Cc1onc(C(=O)Nc2c(C)n(C)n(-c3ccccc3)c2=O)c1[N+](=O)[O-]
(31) COc1ccc(N2C(=O)CC(N3CCN(S(=O)(=O)c4ccc(Cl)cc4)CC3)C2=O)cc1 (stereo not drawn)
(32) O=C(COc1cccc2ccccc12)Nc1cc(Cl)ccc1C(=O)O
(33) Cc1ccc(-n2nc3c(c2NC(=O)C(C)C)CS(=O)(=O)C3)cc1
(34) CCOC(=O)C(CC)(CCC(=O)OC)c1csc(Nc2ccccc2O)n1 (stereo not drawn)
(35) O=C(NC(CC(=O)N1CCN(c2ccccc2O)CC1)c1ccccc1)c1ccccc1Cl (stereo not drawn)
Assay by compound	22	23	24	25	26	27	28	29	30	31	32	33	34	35
VP16 counter	3%	-7%	3%	6%	x	-17%	8%	1%	-25%	-5%	u	-16%	13%	x
RORg inh	2%	0%	1%	6%	x	-33%	21%	-3%	9%	29%	-36%	-26%	-2%	x
ELG1 genotoxic	-5%	2%	2%	4%	-13%	9%	-3%	-1%	0%	-1%	-19%	6%	-4%	1%
Rab9 promoter act	-4%	-5%	-4%	-1%	-1%	23%	-2%	-15%	-6%	2%	-20%	0%	1%	1%
NPC1 prom act	-2%	-2%	-2%	2%	0%	19%	-3%	-3%	4%	-5%	-20%	-1%	-2%	-4%
p53 reactivator	-6%	-6%	11%	-5%	x	-2%	-1%	2%	-3%	-2%	-1%	2%	3%	-7%
PKM2 activator	x	-14%[0.46 µM]	-2%	-8%	8%	4%	5%	-11%	-20%	3%	11%	x	4%	x
Menin MLL FP TR	u	-16%	12%	-5%	3%	-8%	5%	x	x	-6%	x	11%	x	x
BRCA1 expr act	-1%	-5%	-11%	-12%	-26%	95%	-3%[1.84 µM]	0%	2%	0%	-14%	14%	x	-31%
Giardia killer	32[activator]	-7	-9	-12	-10	-9	2	3	8	-15	-12	-18	x	2
FLuc counter	0%	4%	-13%	-3%	5%	u	7%	0%	-8%	-1%	u	2%	-2%	-3%
